Screening data (PubChem)
CHT allo act – allosteric activators of human choline transporter CHT. AID 488977. B-score at 10 µM. CHT-expressing cells, membrane potential dye, choline EC20; stronger effect = higher value; LV-AA mutant CHT in HEK293 cells. Q9GZV3. 310,000 tested, 0.49% active;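 active means initial fluorescence not abnormally high and integrated response B-score, plate-corrected, over 3 SD above library mean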
Target sequence (Q9GZV3 whole entry, looked up): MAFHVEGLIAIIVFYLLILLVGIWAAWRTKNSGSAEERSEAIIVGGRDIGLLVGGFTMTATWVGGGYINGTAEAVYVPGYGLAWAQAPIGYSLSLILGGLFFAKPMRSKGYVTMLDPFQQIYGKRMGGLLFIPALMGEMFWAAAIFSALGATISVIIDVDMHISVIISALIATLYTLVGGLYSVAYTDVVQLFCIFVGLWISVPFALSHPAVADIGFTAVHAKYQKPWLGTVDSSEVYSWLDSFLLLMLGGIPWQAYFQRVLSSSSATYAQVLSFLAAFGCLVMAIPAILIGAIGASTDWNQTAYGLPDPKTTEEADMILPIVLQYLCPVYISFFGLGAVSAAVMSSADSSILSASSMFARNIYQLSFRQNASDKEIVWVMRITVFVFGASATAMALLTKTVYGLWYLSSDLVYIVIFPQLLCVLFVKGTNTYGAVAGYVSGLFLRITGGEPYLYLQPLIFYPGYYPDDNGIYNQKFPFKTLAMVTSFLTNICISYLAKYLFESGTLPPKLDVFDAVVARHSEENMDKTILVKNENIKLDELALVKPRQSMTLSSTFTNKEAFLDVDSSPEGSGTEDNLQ
CHT inh – human CHT choline transport inhibition. CHT-expressing cells, membrane potential dye, choline response; stronger effect = lower value. B-score at 10 µM. 310,000 tested, 0.86% active. AID 488975;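 active means B-score over 3 SD under the library average, and starting fluorescence ratio not unusually high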;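 further: choline stimulus applied at its EC90 after an EC20 pre-addition; B-score computed on integrated fluorescence ratio after choline addition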
STK33 kinase inh – inhibitors of human STK33 kinase | Q9BYT3 | 320,000 tested, 0.073% active | AID 2661 | inhibition, % at 10 µM | purified STK33, MBP phosphorylation, ADP-Glo luminescence;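 active means inhibition at or above 25%, using the most active replicate where run in duplicate; inactive means inhibition below 25%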
Target sequence (Q9BYT3 whole entry, looked up): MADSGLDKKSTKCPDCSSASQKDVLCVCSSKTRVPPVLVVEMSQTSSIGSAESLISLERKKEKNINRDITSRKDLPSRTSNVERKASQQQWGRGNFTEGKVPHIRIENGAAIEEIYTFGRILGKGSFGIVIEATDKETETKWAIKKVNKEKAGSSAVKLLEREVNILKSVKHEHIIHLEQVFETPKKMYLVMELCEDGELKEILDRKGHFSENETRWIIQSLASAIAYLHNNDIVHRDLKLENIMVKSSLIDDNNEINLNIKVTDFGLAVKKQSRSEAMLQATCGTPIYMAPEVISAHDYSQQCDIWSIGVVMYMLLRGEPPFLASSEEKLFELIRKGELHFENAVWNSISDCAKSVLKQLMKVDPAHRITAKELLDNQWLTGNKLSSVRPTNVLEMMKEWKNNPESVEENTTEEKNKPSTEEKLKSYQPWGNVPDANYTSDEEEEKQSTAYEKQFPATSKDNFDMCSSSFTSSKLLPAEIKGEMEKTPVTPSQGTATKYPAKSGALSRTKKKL
An asterisk follows results filed as active; i = inactive; . = no result given.

SMILES	CHT allo act	CHT inh	STK33 kinase inh
CC(C)On1c(SC(C)C)nc2ccccc2c1=O	i	i	1.0
OCC[C@H]1C[C@H](O)[C@@H](O)[C@@]2(Cc3ccccc3CO2)O1	i	i	-1.0
CC1(C)CC(=O)C(C(c2cccnc2)C2C(=O)CC(C)(C)CC2=O)C(=O)C1	i	i	-0.4
Cn1sc(NC(=O)c2ccc(Cl)cc2)nc1=O	i	i	0.0
CCc1ccc2[nH]c3nc(SCc4nnc(-c5ccccc5)o4)nnc3c2c1	i	i	-0.3
O=C(c1ccco1)N1CCn2cccc2C1c1ccccc1 (stereo not given)	i	i	0.4
CCC(C)[C@H](N)C(=O)NC[C@H]1CC[C@H](C(=O)N[C@@H](Cc2ccccc2)C(=O)O)CC1 (stereo not given in full)	i	i	-1.4
COc1ccc(-c2csc(NC(=O)c3ccoc3C)n2)cc1	i	i	0.3
COc1cc(SC)ccc1C(=O)N1CCCCCC1	i	i	-0.9
Cc1ccc(SCCNC(=O)c2ccc(C)c([N+](=O)[O-])c2)cc1	i	i	-0.6
CCCN(CCC)C(=O)/C=C/c1cccc([N+](=O)[O-])c1	i	i	0.0
CCOc1cccc(-c2nnc3sc(-c4cccs4)nn23)c1	i	i	-0.2
CCOC(=O)c1[nH]c2ccccc2c1NC(=S)Nc1ccccc1C	i	i	2.5
N=c1ccn(Cc2ccc(Cl)cc2)cc1	i	i	-0.1
Cn1c(CC(=O)Nc2ccccc2F)nnc1SCC(=O)Nc1ccccc1Br	i	i	-0.2
O=C1CCCN2N=C(SCC(=O)Nc3ccccc3C(F)(F)F)SC2=N1	i	i	-1.4
O=S(=O)(c1ccccc1)N1CN(Cc2ccc(F)cc2)c2nc3ccccc3nc21	i	i	-1.0
CCOC(=O)c1c(NC(=O)Cn2cnc3sc(C)c(-c4ccccc4)c3c2=O)sc(C)c1C	i	i	-1.7
CCOC(=O)CN1C(=O)C(=O)N(Cc2c(F)cccc2Cl)C1=O	i	i	-0.5
Brc1ccc(-c2nnc3sc(CNC4CCCC4)cn23)cc1	i	i	-2.4

As a short view, part of the list above:
SMILES	CHT allo act	CHT inh	STK33 kinase inh
CC(C)On1c(SC(C)C)nc2ccccc2c1=O	i	i	1.0
OCC[C@H]1C[C@H](O)[C@@H](O)[C@@]2(Cc3ccccc3CO2)O1	i	i	-1.0
CC1(C)CC(=O)C(C(c2cccnc2)C2C(=O)CC(C)(C)CC2=O)C(=O)C1	i	i	-0.4
Cn1sc(NC(=O)c2ccc(Cl)cc2)nc1=O	i	i	0.0

The listing picks up, repeating the two entries before the break.
SMILES	CHT allo act	CHT inh	STK33 kinase inh
CCOC(=O)CN1C(=O)C(=O)N(Cc2c(F)cccc2Cl)C1=O	i	i	-0.5
Brc1ccc(-c2nnc3sc(CNC4CCCC4)cn23)cc1	i	i	-2.4
CCOC(=O)C1=C(COC(=O)CNC(=O)c2ccc(C)cc2)NC(=O)NC1C (stereo not given)	i	i	-0.8
CCCCNC(=O)c1cn(CC)c2cc(N3CCN(C)CC3)c(F)cc2c1=O	i	i	2.6
Nc1cc(=O)[nH]c(SCC(=O)Nc2ccccc2-c2ccccc2)n1	i	i	0.4
COc1ccc(CC(=O)NNS(=O)(=O)c2ccc([N+](=O)[O-])cc2)cc1OC	i	i	-0.5
CC(=O)c1c(C)oc2ccc(N(C(C)=O)S(=O)(=O)c3ccc(F)cc3C)cc12	i	i	0.4
O=C(c1ccc2c(c1)OCO2)N1CCN(S(=O)(=O)c2ccc(Cl)cc2)CC1	i	i	-0.1
CC(C)(C)OC(=O)COc1cc(O)c2c(=O)cc(-c3ccccc3)oc2c1	i	i	4.5
CCOc1ccc(N(CC(=O)NCCc2ccc(F)cc2)S(=O)(=O)c2ccccc2)cc1	i	i	-0.8
O=S1(=O)c2ccccc2N=NN1Cc1cc(Cl)cc(Cl)c1	i	i	-0.3
O=C(CSc1nc2c(c(=O)n1-c1ccc(F)cc1)SCC2)N1CCCC1	i	i	11.6
CCCCCCC1CC(=O)NC(=O)N1 (stereo not given)	i	i	-0.5
COc1ccccc1NS(=O)(=O)c1ccc(/C=C/C(=O)O)cc1	i	i	-1.2
C[C@H](NC(=O)c1cc2cc(Cl)ccc2n1C)C(=O)N[C@@H](Cc1ccccc1)C(=O)O	i	i	-1.5
O=C(c1n[nH]c2ccccc12)N1CCN(c2ccc(F)cc2)CC1	i	i	0.0
Cc1nc(Sc2ccccc2)c(C#N)cc1-c1ccccc1	i	i	-0.2
CC(C)Oc1ccc(C(=O)Nc2ccc(N3CCCC3)cc2)cc1	i	i	-1.1
C=C1CCN([C@@H](Cc2ccccc2)C(=O)NCc2ccc(Cl)cc2)S(=O)(=O)c2ccccc21	i	i	-1.6
O=C(c1nsc(Cl)c1Cl)N1CCCCC1	i	i	-2.0
C/C(=N\NC(=S)NCCc1ccccc1)c1ccc(C#N)cc1	i	i	-1.4
COc1ccc(-c2ccc(OC)cc2)cc1	i	i	-2.5

Taken from above:
CC(=O)c1c(C)oc2ccc(N(C(C)=O)S(=O)(=O)c3ccc(F)cc3C)cc12 in STK33 kinase inh is listed with 0.4
CC(C)Oc1ccc(C(=O)Nc2ccc(N3CCCC3)cc2)cc1 in STK33 kinase inh is listed with -1.1
C/C(=N\NC(=S)NCCc1ccccc1)c1ccc(C#N)cc1 in STK33 kinase inh is listed with -1.4

Going on with the list:
SMILES	CHT allo act	CHT inh	STK33 kinase inh
CN(CCOc1ccccc1)C(=O)c1ccc(N2CCCC2)c([N+](=O)[O-])c1	i	i	-1.2
CC(Oc1ccc(NC(=O)c2ccco2)cc1)C(=O)N1c2ccccc2CC1C (stereo not given)	i	i	-0.2
Cc1cccc(C)c1Nc1nc2ccccc2o1	i	i	0.0
O=C(COc1ccc(S(=O)(=O)NCCc2ccccc2)cc1)N1CCCC1	i	i	-1.0
Cc1ccc2c(c1)N(CC(=O)N1CCCCC1)C(=O)CO2	i	i	3.3
Cc1onc(C(=O)N2CCN(c3ccccc3)CC2)c1[N+](=O)[O-]	i	i	.
Cc1cc(C(=O)N2CCCC(C(=O)c3cccc(C(F)(F)F)c3)C2)n[nH]1 (stereo not given)	i	i	3.0
Cc1ccc(CC(=O)Nc2ccc(C(=O)N3CCOCC3)cc2)cc1	i	i	0.5
Cc1cc(N2CCOCC2)nc(N2CCOCC2)n1	i	i	-0.5
Cc1cc2c(ncn2C(C)C)c(N)c1C	i	i	0.2
Cc1ccc(S(=O)(=O)N2CCCC2c2nc3ccccc3s2)cc1 (stereo not given)	i	i	0.6
COCCN(C(=O)COC(=O)/C=C/c1ccc2ccccc2n1)c1c(N)n(Cc2ccccc2)c(=O)[nH]c1=O	i	i	1.9
CC(=O)NS(=O)(=O)c1ccc(N=NN2CCCCC2)cc1	i	i	1.2
O=C(O)CCC(=O)N1CCc2cc(S(=O)(=O)NCCc3ccc(Cl)cc3)ccc21	i	i	-1.4
CC1Cc2ccccc2N1C(=O)CSc1nnnn1C (stereo not given)	i	i	-1.0
O=S(=O)(/C=C/c1ccccc1)N1CCc2ccccc2C1	i	i	0.0
Cn1c(=O)cc(SCC(=O)NCc2cccnc2)c2ccccc21	i	i	0.9
CC(C(=O)NCc1ccco1)c1ccc([N+](=O)[O-])cc1 (stereo not given)	i	i	-3.2
CCOC(=O)C1CCN(C(=O)/C=C/c2ccc3c(c2)OCO3)CC1	i	i	-0.2
CCN(CC)CCNC(=O)c1cn(CC)c2ccc(S(=O)(=O)N(C)C)cc2c1=O	i	i	3.8

Part of the list above with just CHT allo act and CHT inh.
smiles	CHT allo act	CHT inh
CC(C(=O)NCc1ccco1)c1ccc([N+](=O)[O-])cc1 (stereo not given)	i	i
CCOC(=O)C1CCN(C(=O)/C=C/c2ccc3c(c2)OCO3)CC1	i	i
CCN(CC)CCNC(=O)c1cn(CC)c2ccc(S(=O)(=O)N(C)C)cc2c1=O	i	i

More structures follow:
SMILES	CHT allo act	CHT inh	STK33 kinase inh
CCCC(CCC)=NNC(=O)CN(Cc1ccccc1)S(=O)(=O)c1ccccc1	i	i	-0.7
CCc1[nH]nc(C(=O)N2CCCC(Nc3cccc(F)c3)C2)c1C (stereo not given)	i	i	-0.6
O=C(CCCN1C(=O)/C(=C\c2cccs2)SC1=S)Nc1cccc(C(=O)O)c1	i	i	0.0
COc1cccc(CNC(=O)c2cc3ccccn3n2)c1	i	i	0.9
COc1ccc([C@H]2/C=C\CN(C(=O)CC(C)(C)C)[C@@H](C)C(=O)N2Cc2ccc(F)cc2)cc1	9.03*	i	-1.5
N[C@@]12CCc3nonc3[C@]1(O)CC(c1ccccc1)=[N+]2[O-]	i	i	-0.7
CCOC(=O)/C(C#N)=C(C)/C=C1\Sc2ccccc2N1CC	i	i	-1.3
Cc1ccc(C(=O)C2CCN(CC(=O)Nc3ccc4c(c3)OCCO4)CC2)cc1	i	i	-0.3
CCCCc1nnc(SCC(=O)Nc2nccs2)n1CC	i	i	-0.8
CC(Sc1nnc(-c2ccco2)n1C)C(=O)N(C)C1CCCCC1 (stereo not given)	i	i	-0.1
Clc1c(-c2nnc3n2CCC3)sc2ccccc12	i	i	0.2
CCOC(=O)N1CCN(S(=O)(=O)c2cc([N+](=O)[O-])ccc2C)CC1	i	i	-0.5
CNC(=O)C1CCCN1S(=O)(=O)c1ccc(OC)cc1 (stereo not given)	i	i	-3.0
COc1ccc(CNC(=O)C(OC(=O)c2ccco2)c2ccc(OC)cc2)cc1 (stereo not given)	i	i	-2.7
O/N=C(\c1ccc(Cl)cc1Cl)c1ncc(C(F)(F)F)cc1Cl	i	i	-1.4
CC1(C)OC(=O)C2(Cc3ccccc3N3CCCCC32)C(=O)O1 (stereo not given)	i	i	-0.5
C1CN(c2nc3nonc3nc2N2CCSCC2)CCO1	i	i	-0.4
COc1ccc2c(c1)C(NC(C)=O)C(=O)N2CCc1ccccc1 (stereo not given)	i	i	-0.9
COC(=O)c1c(NC(=S)Nc2ccc(CC(=O)O)cc2)sc(C)c1C	i	i	0.5
Cc1c(Cl)cccc1N1C(=O)C(N2C(=O)c3cccc([N+](=O)[O-])c3C2=O)C1c1cccs1 (stereo not given)	i	i	-3.1
COc1ccc(CNC(C)(C)C)cc1Cl	i	i	-1.4
CCCCOC(=O)Nc1ccccc1C(=O)OC	i	i	0.3
COc1ccc(C(=O)OCC(=O)NC2CCCC2)cc1OC	i	i	-0.3
COc1ccc(-c2sc3ccccc3c2C#CCO)cc1	i	i	-1.1
COc1ccccc1Oc1cn[nH]c1-c1ccc(OCC(=O)NN)cc1O	i	i	0.7
O=C(CSc1nnc(C2CC2)n1Cc1ccccc1)N1CCN(S(=O)(=O)c2ccccc2)CC1	i	i	-4.6
CC1(C)C(=O)N(OCc2ccccc2)C(C)(C)C(=O)N1OCc1ccccc1	i	i	0.3
COCC(=O)Nc1ccc(S(=O)(=O)Nc2ccccn2)cc1	i	i	-5.0
CC(CCO)Nc1nc2c(c(=O)n(C)c(=O)n2C)n1Cc1cccc(Br)c1 (stereo not given)	i	i	-0.3
Cc1ccc(/C=N/NC(=O)c2nnn(-c3nonc3N)c2C(C)C)o1	i	i	1.3
CCCC(=O)Nc1ccccc1NC(=O)c1ccc2c(c1)OCO2	i	i	-2.1
CCCOc1ccccc1N1C(=O)CC(N2CCOCC2)C1=O (stereo not given)	i	i	0.5
CCOc1ccc(CCNC(=O)CCS(=O)(=O)c2ccc(Cl)cc2)cc1OCC	i	i	-0.8
Cc1ccc(CN2CCN(Cc3ccccc3-c3ccco3)CC2CCO)o1 (stereo not given)	i	i	0.4
Cc1ccc(-c2nnn(CC(=O)N(c3ccccc3)C(C(=O)NC(C)(C)C)c3cccs3)n2)o1 (stereo not given)	i	i	-1.3
CCOC(=O)C1=C(c2cccc(F)c2)NC(=S)NC1C (stereo not given)	i	i	-1.1
CN1C(=O)/C(=C\c2ccccc2F)Sc2ccc(C(=O)NC3CCN(Cc4ccccc4)CC3)cc21	i	i	-0.9
O=C1NC(=O)/C(=C\c2cn(Cc3ccccc3F)c3ccccc23)N1	i	i	-0.7
COc1cccc(-c2nnc(-c3ccc(C(F)(F)F)cc3)o2)c1	i	i	0.7
Cc1nc(SCC(=O)Nc2cc(C)on2)c2c3c(sc2n1)CCCC3	i	i	11.6
COc1ccccc1C1=NOC(C)(c2nnc(-c3cccc(Cl)c3)o2)C1 (stereo not given)	i	i	-0.6
Cc1cc(C(F)(F)F)cc(NNC(=O)NC(=O)c2ccc(Cl)cc2)n1	i	i	0.6
Cc1cc(Cl)ccc1OCCCC(=O)Nc1cccnc1	i	i	-1.2
CNC(=O)COC(=O)c1ccc2c(c1)S(=O)(=O)c1ccccc1C2=O	i	i	0.1
COc1ccc(CCNC(=O)c2cc(-c3ccccc3)c(N3CCOCC3)s2)c(OC)c1OC	i	i	-0.6
COc1cc2c(cc1NC(=O)C(C)N1CCN(S(=O)(=O)c3ccccc3[N+](=O)[O-])CC1)oc1ccccc12 (stereo not given)	i	i	-0.4
Cc1c(Cl)c(C(=O)NC2C3CC4CC(C3)CC2C4)nn1C (stereo not given)	i	i	0.6
Cc1c(NC(=O)COC(=O)c2cc(-c3cccc4ccccc34)nc3ccccc23)c(=O)n(-c2ccccc2)n1C	i	i	0.6
Cc1ccc(CCNC(=O)CS(=O)Cc2nc(-c3cccc(C)c3)oc2C)cc1 (stereo not given)	i	i	-1.2
O=[N+]([O-])c1ccc(N2CCNCC2)cc1NCc1cccnc1	6.95*	i	-1.4
NC(=O)CSc1nc2sc3c(c2c2ncnn12)CCCC3	i	i	1.1
CC(C)C[C@H](NC(=O)c1cc2cc(Cl)ccc2n1C)C(=O)N1CCC(C(=O)O)CC1	i	i	-3.5
CC1CCN(S(=O)(=O)c2ccc(NC(=O)CN3CCN(C)CC3)cc2)CC1	i	i	0.5

Compounds were not picked by outcome; about 1.5% have a hit in one of these screens.
